# ROS inducer: ROS inducers in U2OS cancer cells, primary screen, cell-based, H2DCF-DA fluorescence; U2OS ROS induction; ROS induction (% of piperlongumine), % at 10 µM; 46,000 tested, 2% active; AID 624156, 2012; in the data active = ROS induction above about 79%, passing the limit was not always enough; inconclusive = no clear call, values can overlap the other calls;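 also: 0% = DMSO vehicle median and 100% = reference compound median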
# * marks the source's active call; other numbers are inactive results; ? = inconclusive. The list is partial (hit frequency here may not be typical).
SMILES,ROS inducer
C[C@H](CO)N1C[C@H](C)[C@@H](CN(C)CC2CC2)Oc2ccc(NS(=O)(=O)c3ccccc3)cc2C1=O,-4.9
Cc1cc(N(CC(=O)Nc2ccccc2C(=O)N2CCCC2)S(C)(=O)=O)ccc1Br,-3.2
C[C@@H]1CN([C@@H](C)CO)C(=O)c2cccc(NC(=O)C3CCCCC3)c2O[C@H]1CN(C)S(=O)(=O)c1ccc(F)cc1,13.8
N#C/C(=C\c1ccc(O)c(O)c1)C(=O)NCCCNC(=O)/C(C#N)=C/c1ccc(O)c(O)c1,-0.6
Cc1noc(C)c1S(=O)(=O)N(C)C[C@@H]1Oc2ccc(NC(=O)NC(C)C)cc2CC(=O)N([C@H](C)CO)C[C@@H]1C,-13.2
Cc1noc(C)c1NC(=O)N(C)C[C@H]1Oc2c(NC(=O)c3ccc(-c4nccs4)cc3)cccc2C(=O)N([C@H](C)CO)C[C@@H]1C,-7.1
CC(C)NC(=O)N(C)C[C@@H]1Oc2c(NS(=O)(=O)c3ccc(F)cc3)cccc2C(=O)N([C@H](C)CO)C[C@H]1C,74.5
C[C@H]1CN([C@@H](C)CO)C(=O)Cc2cc(NC(=O)C3CC3)ccc2O[C@H]1CN(C)S(=O)(=O)c1ccc(Cl)cc1,-5.2
COC1=CC(=O)O[C@@H](CCc2ccccc2)[C@@H]1O,-1.6
Cc1cccc(NC2=NS(=O)(=O)c3ccccc3N2)c1,-2.4
NS(=O)(=O)c1ccc(CNS(=O)(=O)c2ccccc2)cc1,-8.7
Cc1noc(C)c1S(=O)(=O)Nc1ccc2c(c1)CC(=O)N([C@H](C)CO)C[C@@H](C)[C@@H](CN(C)Cc1ccc(-c3ccccc3)cc1)O2,4.1
C[C@@H]1CCCCO[C@@H](CN(C)C)[C@@H](C)CN([C@H](C)CO)C(=O)c2cc(NC(=O)CCCCCC(=O)Nc3ccccc3N)ccc2O1,5.8
C[C@H](CO)N1C[C@H](C)[C@@H](CN(C)C(=O)Nc2cccc(C(F)(F)F)c2)OCc2cn(nn2)CCCC1=O,-6.9
C[C@H](CO)N1C[C@H](C)[C@@H](CN(C)Cc2ccc(C(F)(F)F)cc2)Oc2c(NC(=O)Nc3ccccc3)cccc2C1=O,22.2
CC(=O)NC(c1ccccc1)c1ccccc1,5.3
NC(=S)c1nc(-c2ccccc2)oc1N,-2.4
COc1ccc(S(=O)(=O)N(C)C[C@H]2Oc3ccc(NS(=O)(=O)c4cccs4)cc3C(=O)N([C@H](C)CO)C[C@H]2C)cc1,21.8
Cc1c(NC(=O)COc2ccc(I)cc2)cccc1C(=O)O,-11.8
COc1ccc(NC(=O)N(C)C[C@@H]2Oc3c(NS(=O)(=O)c4ccc(C)cc4)cccc3C(=O)N([C@H](C)CO)C[C@@H]2C)cc1,-6.3
CCCC(O)C#Cc1cnc2c(c1)C(=O)N([C@H](C)CO)C[C@H](C)[C@H](CN(C)C)O2 (stereo partly specified),-0.7
Oc1ccc([C@@H]2Oc3cc(O)cc(O)c3C[C@@H]2O)cc1,-7.5
C[C@@H]1CN([C@@H](C)CO)C(=O)c2cc(NC(=O)CCCCCC(=O)Nc3ccccc3N)ccc2O[C@H]1CN(C)S(=O)(=O)c1cn(C)cn1,5.9
COc1ccc(CN(C)C[C@H]2Oc3ccc(NC(=O)Nc4ccc(C(F)(F)F)cc4)cc3C(=O)N([C@@H](C)CO)C[C@@H]2C)cc1,6.9
Cc1ccc(S(=O)(=O)Nc2ccc3c(c2)C(=O)N([C@@H](C)CO)C[C@H](C)[C@@H](CN(C)Cc2ccncc2)O3)cc1,-6.1
CCOc1ccc(NC(=S)NC(C)(C)CC)cc1,2.3
C[C@@H]1CN([C@@H](C)CO)C(=O)c2cccc(NC(=O)Nc3ccc(C(F)(F)F)cc3)c2O[C@H]1CN(C)Cc1ccc(Oc2ccccc2)cc1,18.7
CN(CC(=O)Nc1ccc(Br)cc1)S(=O)(=O)c1ccc2ccccc2c1,-2.2
CC1(C)CC[C@]2(C(=O)O[C@@H]3O[C@H](CO)[C@@H](O)[C@H](O)[C@H]3O)CC[C@]3(C)C(=CCC4[C@@]5(C)CC[C@H](O[C@@H]6O[C@H](C(=O)O)[C@@H](O[C@@H]7O[C@H](CO)[C@@H](O)[C@H](O)[C@H]7O)[C@H](O)[C@H]6O[C@@H]6O[C@H](CO)[C@@H](O)[C@H](O)[C@H]6O)C(C)(C)C5CC[C@]43C)C2C1 (stereo partly specified),-9.5
Cc1cc(NS(=O)(=O)c2ccc(Nc3nc(-c4ccc(O)cc4)cs3)cc2)no1,-2.2
C[C@@H]1CCCCO[C@H](CN(C)Cc2ccncc2)[C@@H](C)CN([C@H](C)CO)C(=O)c2cc(NC(=O)Cc3ccccc3)ccc2O1,13.7
O=C(CC1Nc2cccc3cccc(c23)NC1=O)Nc1cccc([N+](=O)[O-])c1 (stereo unspecified),25.4
COc1cc(CNC2CCCC2)ccc1OCC(N)=O,-1.4
C[C@H](CO)N1C[C@H](C)[C@@H](CN(C)S(=O)(=O)c2ccc3ccccc3c2)OCc2cn(nn2)CCCC1=O,9.5
CCCc1nnc2n1N=C(c1ccc(Br)cc1)CS2,8.8
C[C@H]1CN([C@@H](C)CO)C(=O)c2cc(NC(=O)CCCCCC(=O)Nc3ccccc3N)ccc2O[C@@H]1CN(C)C(=O)Nc1ccc2c(c1)OCO2,-6.5
CC1(C)CC(N=Cc2ccco2)CC(C)(C)N1,-15.3
COC(=O)c1sccc1NC(=O)CSc1nnnn1-c1ccccc1C,-7.9
C[C@H](CO)N1C[C@H](C)[C@H](CN(C)C(=O)Nc2ccccc2F)OCc2cn(nn2)CCCC1=O,6.8
C[C@H](CO)N1C[C@H](C)[C@H](CN(C)Cc2cccc(C(F)(F)F)c2)Oc2ncc(C#CCN(C)C)cc2C1=O,-4.8
O=C(NC1(c2ccccc2)CC1)N1CCN(c2ccccc2)CC1,-10.3
C[C@H](CO)N1C[C@H](C)[C@H](CN(C)Cc2ccccc2)Oc2ccc(NS(=O)(=O)c3ccccc3)cc2C1=O,-1.6
C[C@@H]1CN([C@H](C)CO)C(=O)Cc2cc(NS(=O)(=O)c3cccs3)ccc2O[C@@H]1CN(C)S(=O)(=O)c1ccc(F)cc1,2.6
O=C(/C=C/CCc1ccccc1)CCc1ccccc1,29.2
Cc1noc(C)c1S(=O)(=O)N(C)C[C@@H]1Oc2c(NC(=O)c3cnccn3)cccc2C(=O)N([C@H](C)CO)C[C@@H]1C,-7.5
COc1ccc(/C=C/c2cc(O)cc(O[C@@H]3O[C@H](CO)[C@@H](O)[C@H](O)[C@H]3O)c2)cc1O,4.9
O=C(CSC(=S)N1CCOCC1)c1c[nH]c2ccccc12,-9.7
C[C@@H]1CN([C@@H](C)CO)C(=O)c2cc(NC(=O)Cn3cnnn3)ccc2O[C@H]1CN(C)Cc1ccncc1,-8.8
COc1ccc(NC(=O)Nc2ccc3c(c2)C(=O)N([C@@H](C)CO)C[C@H](C)[C@H](CN(C)C(=O)Nc2ccc(C(F)(F)F)cc2)O3)cc1,?
Cc1ccc(S(=O)(=O)Nc2ccc3c(c2)C(=O)N([C@H](C)CO)C[C@H](C)[C@H](CN(C)Cc2ccncc2)OCCCC[C@@H](C)O3)cc1,5.0
CS(=O)(=O)c1ccc(C(=O)Nc2ccccc2Cl)cc1,8.8
O=C(NCc1cccs1)c1cc2c(s1)-c1ccccc1OC2,26.2
COc1ccc(CCn2c(=S)[nH]c3cc(C(F)(F)F)ccc32)cc1OC,30.5
COc1cc(OC)c(NC(=O)CSc2nc3ccc([N+](=O)[O-])cc3s2)cc1Cl,-1.9
C[C@H](CO)N1C[C@H](C)[C@H](CN(C)S(=O)(=O)c2ccc3c(c2)OCCCO3)OCc2cnnn2CCCC1=O,19.1
O=C(c1ccc(Br)cc1)N1CCC(Cc2ccccc2)CC1,20.2
COc1ccc(-c2cnc3c(c2)C(=O)N([C@H](C)CO)C[C@H](C)[C@H](CN(C)S(=O)(=O)c2ccccc2)O3)cc1,3.5
CCc1ccccc1NC(=O)CN(C)S(=O)(=O)c1c(C)cc(C)cc1C,0.1
C[C@@H]1CN([C@H](C)CO)C(=O)Cc2cc(NS(=O)(=O)c3ccc(Cl)cc3)ccc2O[C@@H]1CN(C)Cc1ccncc1,-6.3
NC(=O)CSc1nc2c(c(=O)n1Cc1ccccc1)C1(CCCCC1)Cc1ccccc1-2,8.3

# (further entries)
SMILES,ROS inducer
CC1CCN(C(=O)c2ccc(C(C)(C)C)cc2)CC1,0.3
COc1cccc(S(=O)(=O)NCc2ccc(C(=O)Nc3ccc(Cl)cc3)cc2)c1,13.3
CC(C)NC(=O)N(C)C[C@@H]1OCCCC[C@@H](C)Oc2ccc(NC(=O)Nc3ccccc3)cc2C(=O)N([C@H](C)CO)C[C@@H]1C,-1.0
Cc1ccc(-n2c(SCC(=O)Nc3ccc(C)c(Cl)c3)nnc2-c2ccccc2O)c(C)c1,-2.9
O=C(c1[nH]c2ccccc2c1Sc1ccc(Cl)cc1)N1CCCC1,-7.0
C[C@@H]1CCCCO[C@H](CN(C)S(=O)(=O)c2cccs2)[C@@H](C)CN([C@H](C)CO)C(=O)c2cc(NC(=O)NC3CCCCC3)ccc2O1,15.5
COc1ccc(S(=O)(=O)N(C)C[C@@H]2Oc3ccc(NS(=O)(=O)c4ccc(C)cc4)cc3CC(=O)N([C@H](C)CO)C[C@H]2C)cc1,9.6
CS(=O)(=O)N(CC(=O)Nc1cccc(C(F)(F)F)c1)c1ccc(Br)cc1,30.5
O=C(N/N=C/c1ccc[nH]1)c1ccccc1O,-5.0
C[C@H](CO)N1C[C@H](C)[C@@H](CN(C)CC2CCCCC2)Oc2ccc(NC(=O)Cc3ccccc3)cc2C1=O,-6.2
C[C@H](CO)N1C[C@H](C)[C@H](CN(C)C(=O)Nc2cccc3ccccc23)OCc2cn(nn2)CCCC1=O,-14.1
COc1ccc(S(=O)(=O)N(C)C[C@@H]2Oc3ccc(NS(=O)(=O)c4ccc(Cl)cc4)cc3C(=O)N([C@H](C)CO)C[C@@H]2C)cc1,9.7
C=C(C(=O)O)[C@@H]1CC[C@@]2(C)CC[C@H](O)[C@@]2(C(C)=O)C1,9.8
C[C@@H]1CN([C@H](C)CO)C(=O)c2cccc(NS(=O)(=O)c3ccccc3)c2O[C@@H]1CN(C)S(=O)(=O)c1cccs1,-9.4
C[C@H]1CN([C@@H](C)CO)C(=O)Cc2cc(NC(=O)C3CC3)ccc2O[C@H]1CN(C)C(=O)Nc1ccc2c(c1)OCO2,-2.9
C[C@@H]1CN([C@@H](C)CO)C(=O)Cc2cc(NS(=O)(=O)c3cn(C)cn3)ccc2O[C@@H]1CN(C)Cc1ccc(C(=O)Nc2ccccc2N)cc1,-6.5
CCCC(O)C#Cc1cnc2c(c1)C(=O)N([C@H](C)CO)C[C@H](C)[C@H](CN(C)S(=O)(=O)c1ccc(C)cc1)O2 (stereo partly specified),15.2
C[C@H]1CN([C@@H](C)CO)C(=O)c2cccc(N(C)C)c2O[C@@H]1CN(C)C(=O)Nc1ccc(C(F)(F)F)cc1,-0.5
CC(C)NC(=O)Nc1ccc2c(c1)C(=O)N([C@H](C)CO)C[C@H](C)[C@H](CN(C)Cc1ccc(C(=O)O)cc1)O2,-5.1
O=C1O[C@H](c2ccccc2)[C@H](c2ccccc2)N2[C@H]1[C@@H](C(=O)N1CCN(c3ncccn3)CC1)[C@]1(C(=O)Nc3ccc(C#CC4=CCCCC4)cc31)[C@H]2c1ccccc1OCCO,68.3
C[C@H]1CN([C@@H](C)CO)C(=O)Cc2cc(NC(=O)Cn3cnnn3)ccc2O[C@@H]1CN(C)Cc1ccc(C(=O)Nc2ccccc2N)cc1,4.7
COc1ccc(S(=O)(=O)N(C)C[C@@H]2Oc3ccc(NC(=O)Nc4ccc(C(F)(F)F)cc4)cc3CC(=O)N([C@H](C)CO)C[C@@H]2C)cc1,0.2
Cc1ccc(S(=O)(=O)/C(C#N)=C/C2=Cc3ccccc3OC2)cc1,15.1
Cc1ccc(NC(=O)Cn2ccc([N+](=O)[O-])n2)cc1C,-13.1
C[C@@H]1CN([C@H](C)CO)C(=O)c2cccc(NS(C)(=O)=O)c2O[C@@H]1CN(C)Cc1ccc(C(=O)O)cc1,-13.8
COc1ccc(NC(=O)Nc2cccc3c2O[C@@H](CN(C)C(=O)Nc2ccc(OC)cc2)[C@@H](C)CN([C@H](C)CO)C3=O)cc1,5.1
C[C@H](CO)N1C[C@H](C)[C@H](CN(C)C(=O)Nc2ccc(F)cc2)Oc2ncc(-c3cccc(F)c3)cc2C1=O,74.8

# 11 of the compounds above, bar-delimited:
structure | ROS inducer
C[C@H](CO)N1C[C@H](C)[C@H](CN(C)C(=O)Nc2cccc3ccccc23)OCc2cn(nn2)CCCC1=O | -14.1
COc1ccc(S(=O)(=O)N(C)C[C@@H]2Oc3ccc(NS(=O)(=O)c4ccc(Cl)cc4)cc3C(=O)N([C@H](C)CO)C[C@@H]2C)cc1 | 9.7
C=C(C(=O)O)[C@@H]1CC[C@@]2(C)CC[C@H](O)[C@@]2(C(C)=O)C1 | 9.8
C[C@@H]1CN([C@H](C)CO)C(=O)c2cccc(NS(=O)(=O)c3ccccc3)c2O[C@@H]1CN(C)S(=O)(=O)c1cccs1 | -9.4
C[C@H]1CN([C@@H](C)CO)C(=O)Cc2cc(NC(=O)C3CC3)ccc2O[C@H]1CN(C)C(=O)Nc1ccc2c(c1)OCO2 | -2.9
C[C@@H]1CN([C@@H](C)CO)C(=O)Cc2cc(NS(=O)(=O)c3cn(C)cn3)ccc2O[C@@H]1CN(C)Cc1ccc(C(=O)Nc2ccccc2N)cc1 | -6.5
CCCC(O)C#Cc1cnc2c(c1)C(=O)N([C@H](C)CO)C[C@H](C)[C@H](CN(C)S(=O)(=O)c1ccc(C)cc1)O2 (stereo partly specified) | 15.2
C[C@H]1CN([C@@H](C)CO)C(=O)c2cccc(N(C)C)c2O[C@@H]1CN(C)C(=O)Nc1ccc(C(F)(F)F)cc1 | -0.5
CC(C)NC(=O)Nc1ccc2c(c1)C(=O)N([C@H](C)CO)C[C@H](C)[C@H](CN(C)Cc1ccc(C(=O)O)cc1)O2 | -5.1
O=C1O[C@H](c2ccccc2)[C@H](c2ccccc2)N2[C@H]1[C@@H](C(=O)N1CCN(c3ncccn3)CC1)[C@]1(C(=O)Nc3ccc(C#CC4=CCCCC4)cc31)[C@H]2c1ccccc1OCCO | 68.3
C[C@H]1CN([C@@H](C)CO)C(=O)Cc2cc(NC(=O)Cn3cnnn3)ccc2O[C@@H]1CN(C)Cc1ccc(C(=O)Nc2ccccc2N)cc1 | 4.7
